NCI-60 one-dose screen, 48 h, at 10 µM unless noted. Numbers give growth in % (100 = growth as untreated, 0 = no growth, -100 = all killed).
SK-MEL-5 = SK-MEL-5 melanoma | 80,000 compounds, 6.4% hits
SK-MEL-28 = SK-MEL-28 melanoma. 81,000 compounds, 4.1% hits. AID 1794761
A549/ATCC = A549/ATCC NSCLC; 81,000 compounds, 3.7% hits; AID 1794740
HOP-92 = HOP-92 NSCLC cells. 71,000 compounds, 6.3% hits. AID 1794738
EKVX = EKVX NSCLC. 71,000 compounds, 3% hits. AID 1794765
M14 = M14 melanoma | 80,000 compounds, 6.2% hits
UACC-257 = UACC-257 melanoma | AID 1794764 | 78,000 compounds, 4.4% hits
UACC-62 = UACC-62 melanoma. 81,000 compounds, 5.4% hits. AID 1794756
* hit, by the source's call; . = not tested or not shown; & = joins results of further samples; ! = a repeat was not active. The calls were made as follows: active = growth percent below 10; inactive = the rest.

SMILES	SK-MEL-5	SK-MEL-28	A549/ATCC	HOP-92	EKVX	M14	UACC-257	UACC-62
CCN1C(=O)N(CC)C2C1NN=c1s/c(=C\c3ccc(Br)cc3)c(=O)n12 (stereo not drawn)	-4.8*	60	20	.	38	7.4*	24	40
O=C(CO[N+](=O)[O-])Nc1ccc(C(=O)/C=C/c2ccc3c(c2)OCO3)cc1	91	104	89	77	100	82	93	96
COc1ccc2nc3cc(Cl)ccc3c(Nc3ccc(S(=O)(=O)Nc4ccccn4)cc3)c2c1	92	112	96	88	96	109	108	90
COc1cc(OC(C)=O)c2c(=O)cc(-c3ccc(OC(C)=O)cc3)oc2c1	99	111	99	118	101	113	101	104
Cc1ccc(/C=C/CC(=O)Nc2ccc(C(=O)Nc3ccc(F)cc3N)nc2)cn1	21	25	44	-3.9*	50	35	33	22
C=CCN1C(=O)c2cccc3c(N4CCOCC4)ccc(c23)C1=O	-63*	5.7*	3.0*	21	-7.2*	0.4*	-3.6*	-25*
C[C@H](CCC(=O)NCc1ccc(C(=O)Nc2ccccc2N)cc1)[C@H]1CC[C@H]2[C@@H]3[C@@H](O)C[C@@H]4C[C@H](O)CC[C@]4(C)[C@H]3CC[C@]12C	63	64	90	69	69	.	64	37
NC1=NC2(CCCC2)N(c2ccc(S(N)(=O)=O)cc2)C(N)=N1	100	110	105	111	103	104	98	96
Cc1nnc(C(=O)NC(C)(C)c2nc(C(=O)NCc3ccc(F)cc3)c(O)c(=O)n2C)o1	108	113	106	.	102	104	120	110
C[C@@H]1NC(=O)[C@H](Cc2ccccc2)N(Cc2cccc(O)c2)C1=O	95	106	86	91	112	99	80	87
O=C(/C=C/c1cccc(OCc2ccc(F)cc2)c1)c1nc2ccccc2[nH]1	66	104	50	28	38	14	76	73
COc1ccc(/C=C2\CCCCC3=C2N=C2SC(C)=CN2C3c2ccc(OC)cc2)cc1 (stereo not drawn)	100	100	100	100	105	111	103	107
COc1ccc(-c2cc(=O)c3ccc4ccccc4c3o2)cc1OC	51	93	67	34	93	.	91	62
O=C1C=CC(=O)C(c2ccc(Cl)cc2)=C1	99	99	98	102	92	107	91	87
CC1(C)C(=O)CC[C@]2(C)[C@H]3C(=O)C=C4[C@@H]5C[C@@](C)(C(=O)N6CCNCC6)CC[C@]5(C)CC[C@@]4(C)[C@]3(C)CC[C@@H]12	99	106	105	94	96	108	102	95
COc1cc(/C=C2\C(=O)NC(=O)N(c3ccc(Cl)cc3)C2=O)ccc1O	113	131	117	92	99	101	123	99
CC(=O)c1ccc2c(c1)N(CCCN1CCN(CCO)CC1)c1ccccc1S2	-99*!	-92*!	45	-3.7*	61&84	-87*!	-67*!	-59*!
CCCCn1c(=O)[nH]c2c(c1=O)C(c1ccc(Cl)cc1)c1c([nH]c(=O)n(CCCC)c1=O)N2	102	102	88	90	100	97	97	98
CN(C)c1nc(-c2ccccc2)c(/C=C2\SC(=S)N(CCCC(=O)O)C2=O)s1	89	107	92	107	97	114	121	86
CC(=O)Nc1c(Cl)cc(Cl)c2c1Cc1cc([N+](=O)[O-])ccc1-2	103	100	82	100	59	100	107	102
COc1ccc(C2c3sc4c(C)cccc4c3Oc3nc(CC(=O)Nc4ccccc4)[nH]c(=O)c32)cc1 (stereo not drawn)	77	76	94	59	47	89	95	63
CN(C(=O)c1cc2ccccc2[nH]1)c1ccccc1C(=O)O	102	103	101	80	100	93	102	96
COc1cc(NC(=O)c2ccc(C)cc2)ccc1C(=O)NC(=S)Nc1ccc(S(N)(=O)=O)cc1	116	109	95	85	88	94	96	80
CC1=CC(=C(c2ccc(N)c(S(=O)(=O)O)c2)c2ccc(N)c(S(=O)(=O)O)c2)C=C(S(=O)(=O)O)C1=N	106	103	99	.	98	102	100	88
CN1CCN(C(=S)SCC(=O)NC(=O)c2ccccc2)CC1	101	103	101	97	100	98	96	96
COCCCNc1nc(NC(=O)c2ccc(F)cc2Cl)cc(-c2cccnc2)n1	92	108	90	81	107	100	90	94
Cc1cccc(N=Nc2cccc(C)c2)c1	105	107	104	86	96	108	113	93
Cn1c(=O)[nH]c2nc(SCC(=O)Nc3ccc(C(=O)/C=C/c4ccccc4)cc3)[nH]c2c1=O	101	108	97	92	96	104	105	100
COc1ccc2nc(-c3ccc(Cl)cc3)cc(C(=O)O)c2c1	105	106	106	71	85	97	27	86
N#CSCc1cc(Cl)c(CSC#N)cc1Cl	49	88	120	12	104	27	103	71
CCN(CC)CCCC(C)Nc1nc(-c2ccccc2)nc2ccccc12 (stereo not drawn)	99	98	101	83	88	104	115	102
COc1cc(-c2nn(C(C)(C)C)cc2-c2ccnc(NCCCNS(=O)(=O)c3ccc(C)cc3)n2)ccc1F	80	106	61	79	60	85	98	76
O=C(Cc1ccc(CCC(=O)c2ncc[nH]2)cc1)Nc1ccccc1	83	94	97	81	86	96	109	80
CC[C@H](CC[C@@H](C)[C@H]1CC[C@H]2[C@@H]3CC[C@@H]4CC(=O)/C(=C\c5ccncc5)C[C@]4(C)[C@H]3CC[C@]12C)C(C)C	100	107	99	91	100	104	106	95
CS(=O)(=O)c1ccc(/C(=N/N=C(N)N)c2ccccc2)cc1	104	108	97	100	101	103	101	102
Clc1cc(Cl)c2c(c1)CN(Cc1ccccc1)CO2	100	111	102	76	.	.	100	96
Cc1ccc2nc(COc3ccc(C(=O)NNC(=S)NCCc4ccccc4)cc3)[nH]c2c1	89	93	104	9.5*	95	106	103	50
COc1ccc(/C=N/NC(=O)c2cnn3c2NC(c2ccccc2)C3)cc1Oc1ccccc1 (stereo not drawn)	79	77	65	87	92	82	87	75
Cc1ccc2[nH]c(-c3ccc(S(C)(=O)=O)cc3)c(/C=N/N=C(N)N)c2c1	29	71	46	60	90	33	43	41
O=C1C2C3CC4C5C3C1C5C1(SCCS1)C42 (stereo not drawn)	101	117	93	80	103	98	90	106
N#Cc1c(NCc2ccc(F)cc2)oc(-c2ccccc2)c1-c1ccccc1	95	111	83	.	82	98	.	79
CC(=O)CCC(=O)OCc1cc(=O)c(O)co1	105	98	101	105	109	99	100	103
CC(=O)CC(=O)NCCN1CCN=C1C	110	117	86	112	105	95	100	119
C[Si](C)(CI)O[Si](C)(C)CI	105	103	101	91	.	105	97	103
COc1ccc2c(c1)O/C(=C/c1ccc(OCC(=O)Nc3ccc(S(=O)(=O)N=C(N)N)cc3)c(OC)c1)C2=O	82	120	98	89	106	102	100	87
S=C(Nc1ccccc1)c1ccccn1	102	104	92	85	93	91	31	90
CCOC(=O)c1c(Nc2ccc(S(=O)(=O)Nc3ncccn3)cc2)nnc(-c2ccccc2)c1-c1ccccc1	106	107	109	.	105	94	96	81
O=Cc1cccc(Cl)c1Cl	104	107	103	104	96	95	115	93
Cc1ccccc1NC(=S)Nc1ccccn1	92	107	67	106	95	99	36	91
CCOP(=O)(OCC)c1nc(-c2ccccc2)oc1N(C)CCCOS(C)(=O)=O	101	117	101	120	107	108	107	93
Next part
SMILES	SK-MEL-5	SK-MEL-28	A549/ATCC	HOP-92	EKVX	M14	UACC-257	UACC-62
O=C1N(Cc2ccccc2)c2ccccc2C12Nc1ccccc1-c1ccnn12 (stereo not drawn)	93	104	102	102	.	92	100	102
CCCCCc1[nH]c(=O)[nH]c(=O)c1Br	104	107	107	99	86	100	108	107
NNC(=O)c1cc2ccccc2cc1O	98&100	97&120	104&101	95&86	92	93&96	102&106	101&86
N#Cc1nc(-c2ccccc2)oc1S(=O)(=O)N1CCOCC1	92	106	95	108	106	62	93	91
COc1ccc(-c2cn(-c3ccc(Cl)cc3)c(SCC(=O)c3ccc([N+](=O)[O-])cc3)n2)cc1	88	96	101	28	95	92	100	69
CC(=O)c1ccc(N=C2N=c3ccccc3=C/C2=C\c2sc(=O)[nH]c2O)cc1	71	90	81	85	84	78	96	69
CCNCCOc1ccc(/C(=C(/CC)c2ccc(Cl)cc2)c2ccc(OCCCN(C)C)cc2)cc1	-95*	-94*	-61*	-75*	-84*	-87*	-83*	-90*
CC[C@H](c1cc(C)c(O)c(C)c1)[C@@H](CC)c1ccc(O)cc1	85	98	99	69	100	107	94	90
Cc1cc(C)c(SSc2c(C)cc(C)cc2C)c(C)c1	99	98	104	108	103	113	100	90
O=C(Nc1ccccc1)C1(C(=O)Nc2ccccc2)SSC(C(=O)Nc2ccccc2)(C(=O)Nc2ccccc2)SS1	103	112	97	.	130	111	113	105
COc1ccc2c(c1)c(-c1nc(-c3c[nH]c4ncccc34)cs1)cn2CCCN1CCOCC1	32	-54*	42	28	58	10	50	44
C=C(CBr)[C@@H]1CC[C@]2(COC(C)=O)CC[C@]3(C)[C@H](CC[C@@H]4[C@@]5(C)CCCNC(C)(C)[C@@H]5CC[C@]43C)[C@@H]12	20	61	34	39	47	40	23	25
CN1C(=O)CCC1C(=O)NCc1cccc(C(F)(F)F)c1Cl (stereo not drawn)	.	.	103	92	99	114	91	.
COc1cc(/C=C2\CCCC3C2=Nc2ccccc2NC3c2cc(OC)c(OC)c(OC)c2)cc(OC)c1OC (stereo not drawn)	-52*	29	5.9*	.	60	-0.9*	16	-33*
[S-]c1n[n+](-c2ccccc2)c(-c2ccccc2)s1	110	109	98	.	100	96	109	106
Cc1ccccc1OCCSc1nc2ccc(NC(=O)c3cccs3)cc2s1	103	113	96	122	.	96	97	76
Br/C=C/c1ccccc1	93	112	117	.	101	100	117	102
CCOC(=O)c1cc2c(n1Cc1cc(OC)cc(OC)c1Br)-c1nc(NC(C)=O)sc1CCC2	82	99	43	47	59	85	53	67
O=C(Nc1nonc1-c1ccccc1)c1ccc([N+](=O)[O-])cc1	76	81	92	.	91	80	78	63
COc1cc(/C=C/C(=O)c2ccc(-n3cc(CN4CCN(c5cc6c(cc5F)c(=O)c(C(=O)O)cn6C5CC5)CC4)nn3)cc2)ccc1O	79	96	72	79	85	79	88	61
CC(=O)NC(C)C(=O)NC1CCCCCC1 (stereo not drawn)	97	103	112	94	100	98	123	94

From PubChem BioAssay

Random draw from the library. Share with any hit: about 9.8%.
